# Screens from PubChem.
# FH mod: Identification of activators of human fumarate hydratase by quantitative high-throughput screening | Fumarate hydratase, mitochondrial (Homo sapiens), P07954 | FH coupled MDH/diaphorase resazurin fluorescence, 15 min | Potency, µM (doses to about 79.9 µM), for the others: top-dose activity change, negative = inhibition, most hits filed as inhibitors | hit rate 0.22% among 54,000 | AID 1347055, 2019; further: potency means the concentration at half of the fitted maximal effect; on the % scale 0 is the no-effect control and ±100 the full control effect; the screen sought activators but most active calls are inhibition curves; nearly all actives have a fitted effect of over 45% in size
# Target sequence (P07954 whole entry, looked up): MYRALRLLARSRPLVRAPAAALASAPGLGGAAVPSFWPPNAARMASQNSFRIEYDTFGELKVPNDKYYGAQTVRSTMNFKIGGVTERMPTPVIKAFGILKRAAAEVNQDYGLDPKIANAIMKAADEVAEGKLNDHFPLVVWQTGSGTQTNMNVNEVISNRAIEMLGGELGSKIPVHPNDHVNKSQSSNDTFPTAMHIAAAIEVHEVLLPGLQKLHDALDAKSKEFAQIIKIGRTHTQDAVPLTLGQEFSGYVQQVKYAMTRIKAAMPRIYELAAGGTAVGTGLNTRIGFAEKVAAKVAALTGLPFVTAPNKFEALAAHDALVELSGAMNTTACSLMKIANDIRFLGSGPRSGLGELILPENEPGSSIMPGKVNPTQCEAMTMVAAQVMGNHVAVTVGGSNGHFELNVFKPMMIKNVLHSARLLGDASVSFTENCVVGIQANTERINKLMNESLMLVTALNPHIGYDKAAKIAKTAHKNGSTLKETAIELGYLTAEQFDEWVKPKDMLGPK
# GALK inh: inhibits human galactokinase; AID 1347072; 44,000 tested, under 10 active; Potency, µM (top dose mostly 57.5 µM), inactives show at the top dose activity, negative = inhibition, most hits filed as inhibitors; recombinant GALK, Kinase-Glo ATP luminescence, 1 h; P51570;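 further: plate controls were full GALK reaction for no effect and reaction lacking GALK for full effect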
#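 Reactions with and without enzyme served as controls. GALK at 5 nM phosphorylates 100 uM galactose using 35 uM ATP (HEPES pH 8.0, Mg2+) for 1 h at RT, with luminescence read 10 min after adding Kinase-Glo Plus.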
# B2AR arrestin ag: agonists recruiting beta-arrestin to human beta2-adrenergic receptor. HTLA Tango cells, beta-arrestin recruitment, luciferase luminescence, 18 h. Potency, µM (doses to about 46.1 µM), inactives show at the highest dose activation, most hits filed as activators. P07550. 44,000 tested, under 10 active. AID 1347077;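 further: potency means the concentration at half of the fitted maximal effect; 0% = DMSO and full agonism = EC100 isoproterenol or metaproterenol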
#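 Tango cells (recombinant beta2-AR, beta-arrestin, tTA-driven luciferase), 1500/well in DMEM 1% FBS, treated 18 h at 37 °C with compounds up to 46 µM; luciferin mix added, luminescence read after 15 min; %activity curves fitted and curve-classed.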
# p53null 32C tox: kills p53 null cells at the permissive temperature. H1299-neo p53 null cells, ATP luminescence, 24 h, 32C. Potency, µM (titrated, usually from 46.1 µM), for the others: at the top dose activity change, negative = cytotoxicity, most hits filed as cytotoxic. hit rate 0.62% among 55,000;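 further: potency means the concentration at half of the fitted maximal effect; 0% = DMSO only and -100% = full killing by 100 µM tamoxifen; nearly all actives have a fitted effect of over 55% in size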
#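 H1299-neo, 600 cells/well; overnight 37C; cpd up to 46 uM, 24 h at 32C; ATPlite luminescence after 20 min RT; normalized to DMSO (0%) and tamoxifen 100 uM (100% kill); Hill-fit AC50.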
# p53null 39C kill: kills p53 null cells at the nonpermissive temperature. H1299 p53-null (neo) cells, 39C, ATPlite viability, 24 h. Potency, µM (doses to about 46.1 µM), for inactives: at the top dose activity, negative = cell killing, hits mostly cytotoxic. hit rate 0.97% among 55,000;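 further: potency means the concentration at half of the fitted maximal effect; 0% = DMSO only and -100% = full killing by 100 µM tamoxifen; nearly all actives have a fitted effect of over 50% in size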
#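 ATP-luminescence viability readout (ATPlite, 20 min RT) after 24 hr compound treatment at 39C of H1299-neo or H1299-p53A138V cells; titration up to 46 uM; normalized to DMSO and 100 uM tamoxifen; Hill-fit AC50.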
# NTMT1 inh: NTMT1 methyltransferase inhibition; Potency, µM (doses to about 114 µM), for the others: at the top dose activity change, negative = inhibition, usual class: inhibitors; NTMT1 MTase-Glo SAH luminescence, purified enzyme; AID 1645870; hit rate 2.5% among 59,000;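 further: potency means the concentration at half of the fitted maximal effect; plate controls were DMSO vehicle for no effect and no enzyme for full effect; nearly all actives have a fitted effect of over 65% in size; many of its hits are not listed in these tables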
# Target sequence (Q9BV86 whole entry, looked up): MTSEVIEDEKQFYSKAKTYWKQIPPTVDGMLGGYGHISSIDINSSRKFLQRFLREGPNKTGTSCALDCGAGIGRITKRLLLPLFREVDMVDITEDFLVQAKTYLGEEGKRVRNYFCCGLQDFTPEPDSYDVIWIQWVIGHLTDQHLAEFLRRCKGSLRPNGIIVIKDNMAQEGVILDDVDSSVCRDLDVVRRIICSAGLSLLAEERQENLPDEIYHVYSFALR
# PTAP-TSG101 blk: TSG101-PTAP interaction inhibition, HIV-1 budding; Q99816; Potency, µM (highest dose often 115 µM), without a hit: at the highest dose activity change, negative = inhibition, actives largely listed as inhibitors; AID 1347069; Fluorescence polarization, FITC-PTAP peptide/Tsg101, 20 min; 44,000 tested, under 10 active; further: potency means the concentration at half of the fitted maximal effect; 0% is about no effect
# Target sequence (Q99816 whole entry, looked up): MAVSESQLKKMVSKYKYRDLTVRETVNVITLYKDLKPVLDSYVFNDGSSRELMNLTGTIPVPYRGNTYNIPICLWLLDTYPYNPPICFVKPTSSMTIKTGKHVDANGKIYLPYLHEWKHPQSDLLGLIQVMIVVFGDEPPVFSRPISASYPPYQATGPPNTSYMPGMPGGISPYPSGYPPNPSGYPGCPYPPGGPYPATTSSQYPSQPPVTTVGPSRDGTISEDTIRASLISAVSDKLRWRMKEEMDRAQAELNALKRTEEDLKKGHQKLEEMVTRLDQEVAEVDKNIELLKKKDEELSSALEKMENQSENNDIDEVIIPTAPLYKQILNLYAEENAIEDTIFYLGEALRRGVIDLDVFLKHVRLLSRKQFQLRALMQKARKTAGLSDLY
#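 Compounds pinned into 10 uM Tsg101 binding domain, then 50 nM FITC-PTAP peptide added in pH 7.5 HEPES buffer; FP read after 20 min, room temperature. Total S+P intensity flags fluorescent compounds; active cut-off <25 µM, efficacy <60%.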
# An asterisk follows results filed as active; ? = inconclusive; . = no result given; [ ] = another dose, or the depositor's remark. The call rests on the fitted dose curve; in most records, active means well fitted curve in the direction sought with a large enough effect; inconclusive means small, poorly fitted or top-dose-only effect, or another doubt; inactive means no such curve, though single readings can be large; an effect the other way counts as inactive or inconclusive. The list is partial; rates above refer to the full screens.
SMILES,FH mod,GALK inh,B2AR arrestin ag,p53null 32C tox,p53null 39C kill,NTMT1 inh,PTAP-TSG101 blk
CC(=O)CSc1nnc2[nH]c(=O)cc(N)n12,-2.0%,-0.7%,-1.2%,13.3%,13.3%,-10.2%,-5.3%
Cc1ccn2c(=O)c(C(=O)NCc3ccccc3Cl)c(O)nc2c1,3.1%,-0.9%,-0.1%,2.3%,-6.8%,6.7%,0.2%
Cc1ccc(N2CCN(C(=O)c3c(C)oc4ncnc(N5CCCCC5)c34)CC2)c(C)c1,?,2.2%,-0.4%,-25.1%,?,-7.4%,-19.0%
COc1ccccc1N1CCN(C(=O)CSc2n[nH]c(-c3ccccc3)n2)CC1,-5.0%,0.7%,0.0%,-1.7%,-1.5%,-1.8%,-6.9%
COc1ccc(-c2nnc(SCC(=O)N(C)C3CCCCC3)o2)cc1OC,2.6%,-1.7%,-2.2%,0.4%,-1.5%,-5.1%,6.2%
Cc1ccc2c(c1)N(C(=O)CCC(=O)NCc1cccs1)CC(C)O2 (configuration not stated),1.6%,3.0%,-2.4%,-11.5%,-10.6%,17.9%,-1.8%
Cc1c(C)n(Cc2ccccc2)c2ccc(C(=O)NC(C)c3ccccc3)cc12 (configuration not stated),-10.9%,-1.3%,-0.6%,15.5%,-15.7%,5.7%,1.7%
CCN1C(=O)c2ccccc2S(=O)(=O)c2ccc(C(=O)NCc3ccc(F)cc3)cc21,-11.8%,1.3%,0.2%,-3.5%,-20.6%,-3.4%,-2.8%
Nc1c(C(=O)c2ccc3c(c2)OCO3)sc(Nc2ccccc2F)c1S(=O)(=O)c1ccccc1,-6.9%,-2.1%,1.5%,11.3%,9.3%,12.9%,1.9%
COc1ccc2c(CNCc3cccs3)c(C(=O)O)n(Cc3cccc(F)c3)c2c1,-13.5%,1.6%,-0.4%,-10.6%,-6.0%,?,-1.7%
Cc1nc(-c2ccccc2)sc1-c1ccc(SCC(=O)NCc2ccccc2)nn1,1.7%,0.0%,0.0%,-4.8%,-12.6%,?,-1.8%
COC(=O)c1ccc(Cl)cc1NC(=O)N1CCCn2nc(C)cc21,-16.3%,2.9%,-0.3%,3.5%,5.3%,-2.0%,1.9%
COc1ccc(-c2nnc(SCC(=O)N(C)Cc3ccccc3)o2)cc1OC,-2.3%,2.4%,-1.6%,-21.3%,?,-2.6%,-3.9%
CCOc1ccc(NC(=O)Cn2c3ncccc3c(=O)n2-c2ccc(CC)cc2)cc1,1.1%,0.6%,-1.5%,-2.0%,-18.2%,-0.7%,-2.6%
CCOc1ccccc1CNC(=O)c1nn(C)c2c1CS(=O)(=O)c1ccccc1-2,2.7%,0.7%,0.5%,-6.8%,20.2%,7.4%,-1.7%
Cc1nc2nc(NC(=O)C(C)(C)C)[nH]n2c(=O)c1Cc1ccccc1,-13.4%,0.5%,-1.8%,-6.5%,-20.3%,5.4%,2.0%
CCN(CC)c1ccc(-n2nc3cc(C)c(NC(=O)c4ccccc4F)cc3n2)cc1,-20.3%,2.0%,0.8%,-8.8%,-20.0%,-4.6%,-1.8%
O=C(c1ccc2c(c1)N(Cc1ccc(F)cc1)C(=O)c1ccccc1S2(=O)=O)N1CCCCC1,-3.6%,-13.8%,-0.5%,-3.4%,0.1%,11.9%,-15.4%
CCS(=O)(=O)c1oc(-c2ccc(F)cc2)nc1S(=O)(=O)c1ccccc1,-3.2%,-3.7%,-1.0%,?,27.8%,1.8%,0.9%
O=C(CSc1nc(-c2ccccc2)[nH]c1-c1ccccc1)Nc1ccc2c(c1)OCCO2,?,3.2%,-1.3%,-22.7%,?,-11.3%,-11.0%
O=C(CC1N=C2c3ccccc3N=C(SCc3cccc(F)c3)N2C1=O)NC1CCCCC1 (configuration not stated),-2.5%,1.0%,-1.2%,6.9%,0.8%,3.5%,0.3%
Cc1ccc(-c2nc(S(=O)(=O)c3ccc(C)cc3)c(SCC(=O)Nc3ccc(F)cc3)o2)cc1,-3.2%,-6.9%,-2.1%,-7.9%,-12.7%,-3.8%,-1.1%
CCOc1ccc(NC(=O)c2ccc(F)c(S(=O)(=O)N(CC)Cc3ccccc3)c2)cc1,-25.2%,-0.3%,-0.7%,41.5%[activator],-7.9%,3.2%,-2.3%
CC(C)c1ccc2occ(CC(=O)N(Cc3ccc(F)cc3)C3CCS(=O)(=O)C3)c2c1 (configuration not stated),?,-13.6%,-1.0%,17.2%,34.0%[activator],10.2%,-9.8%
CC(=O)c1ccc(NC(=O)c2nc3nc(C)cc(C(F)F)n3n2)cc1,2.2%,2.0%,-2.4%,-2.5%,11.3%,14.1%,-0.7%

# In the list so far, four have two or more sulfur atoms:
SMILES,FH mod,GALK inh,B2AR arrestin ag,p53null 32C tox,p53null 39C kill,NTMT1 inh,PTAP-TSG101 blk
Nc1c(C(=O)c2ccc3c(c2)OCO3)sc(Nc2ccccc2F)c1S(=O)(=O)c1ccccc1,-6.9%,-2.1%,1.5%,11.3%,9.3%,12.9%,1.9%
Cc1nc(-c2ccccc2)sc1-c1ccc(SCC(=O)NCc2ccccc2)nn1,1.7%,0.0%,0.0%,-4.8%,-12.6%,?,-1.8%
CCS(=O)(=O)c1oc(-c2ccc(F)cc2)nc1S(=O)(=O)c1ccccc1,-3.2%,-3.7%,-1.0%,?,27.8%,1.8%,0.9%
Cc1ccc(-c2nc(S(=O)(=O)c3ccc(C)cc3)c(SCC(=O)Nc3ccc(F)cc3)o2)cc1,-3.2%,-6.9%,-2.1%,-7.9%,-12.7%,-3.8%,-1.1%

# Next structures
SMILES,FH mod,GALK inh,B2AR arrestin ag,p53null 32C tox,p53null 39C kill,NTMT1 inh,PTAP-TSG101 blk
CCOCCCNC(=O)C(c1ccc(OC)cc1)N(Cc1cccs1)C(=O)CNC(C)=O (configuration not stated),2.4%,-2.0%,0.2%,5.1%,19.8%,4.4%,-6.4%
Cc1cccn2c(=O)c3cc(C(=O)Nc4ccc(Cl)c(Cl)c4)sc3nc12,11.4%,5.7%,1.0%,2.7%,-0.6%,8.1%,-2.6%
COc1ccc(-c2nc3c(c(SCC(=O)Nc4cccc(O)c4)n2)Cc2c(CO)cnc(C)c2O3)cc1,?,-1.2%,-0.2%,5.2%,-0.5%,44.7µM*,1.3%
CCn1ccc2cc(S(=O)(=O)N3CCCN(C(=O)Nc4cc(Cl)ccc4C)CC3)ccc21,-17.4%,-4.2%,1.0%,-2.4%,10.1%,5.2%,0.1%
CCn1c(C(=O)Nc2ccc(C)cc2C)cc2sc(Cl)cc21,-5.1%,4.0%,-0.2%,-10.5%,-7.5%,14.9%,3.3%
COc1ccc(-n2ncc(C(=O)NCc3ccco3)c2C2CCN(C(=O)OC(C)(C)C)CC2)cc1,-8.5%,-0.8%,0.1%,3.5%,-36.0%,0.5%,-5.5%
Cc1ccc(N(C)C(=O)Cn2cc(S(=O)(=O)N3CCCC3)c(S(=O)(=O)N3CCCC3)c2)cc1,1.1%,2.2%,0.7%,5.6%,2.1%,14.5%,-0.2%
Cc1ccc(C)c(C(=O)N2CCC(c3nc4c(nnn4Cc4ccccc4)c(=O)[nH]3)CC2)c1,-31.1%,3.5%,0.7%,11.2%,2.4%,?,0.2%
Cc1cccc(NC(=O)CSc2nccn2-c2cccc(Cl)c2)c1C,-2.3%,1.8%,0.0%,-4.9%,36.6%[activator],-3.6%,-4.8%
COCCNc1cc(N2CCN(C3CCCCC3)CC2)c2noc3c2c1C(=O)c1ccccc1-3,?,7.8%,0.4%,-8.2%,-9.4%,-36.5%,27.7%
CCc1nn(CC(=O)N2CCCCC2)c(=O)c2cc3sccc3n12,3.7%,-3.4%,-1.0%,-3.1%,-21.6%,4.0%,-8.1%
CCOC(=O)C1CCN(C(=O)CSc2c3c(nc4ccc(Cl)cc24)CCCC3)CC1,-3.6%,-1.1%,0.7%,20.0%,53.1%[activator],-16.6%,-8.0%
CCOc1ccc(S(=O)(=O)N(C(=O)c2ccncc2)c2ccc3oc(C)c(C(=O)OC)c3c2)cc1,?,0.4%,-1.8%,41.9%[activator],?,2.1%,0.4%
Cc1ccc(C)c(N2C(=O)N(Cc3ccccc3C)c3ccccc3S2(=O)=O)c1,-4.4%,0.2%,-1.6%,-2.2%,-2.3%,?,-11.2%
Cc1ccc(-c2cc3ncc(C(=O)c4cc(Cl)c(C)cc4O)cn3n2)cc1,-6.4%,-1.2%,-1.2%,.,.,4.3%,-2.7%
CCOC(=O)c1cccc(NC(=O)c2cc(S(=O)(=O)N3CCCCCC3)cn2C)c1,-18.7%,0.5%,2.1%,10.7%,-13.9%,1.6%,-6.6%
Cc1ccc(-c2nnc3ccccc3c2C(=O)Nc2cccc(C(F)(F)F)c2)cc1,2.0%,0.2%,-0.9%,-13.5%,-9.4%,10.4%,-3.7%
Cn1c(=O)n(CC(=O)O)c(=O)c2c1nc1n2CCCN1c1ccc(Cl)cc1,-8.4%,7.8%,0.7%,-12.3%,7.4%,-5.0%,-14.0%
Cc1ccc(/C=C/c2onc(C)c2S(=O)(=O)N2CCC(C(=O)Nc3ccc(Br)c(C)c3)CC2)cc1,-9.9%,1.7%,-0.1%,-0.5%,-0.9%,-0.8%,0.0%
CCCN(CCC)CCNC(=O)Cn1cnc2sc(C)c(S(=O)(=O)N3CCN(c4ccccc4OC)CC3)c2c1=O,-7.8%,0.0%,0.4%,-0.9%,-17.8%,-16.8%,-4.5%
Cc1c(Cl)cccc1NC(=O)N1CCN(C(=O)c2nsc3ccccc23)CC1,-12.2%,3.4%,0.7%,-8.8%,-6.2%,4.5%,1.1%
CC1=C(c2ccc(C)c(C)c2)S(=O)(=O)N=C1N1CCN(c2cccc(C(F)(F)F)c2)CC1,1.2%,?,-0.8%,-2.4%,?,11.9%,2.5%
Cc1ccc(C)c(NC(=O)Cn2c(=O)n(CC3CCCO3)c(=O)c3ccccc32)c1 (configuration not stated),-32.7%,6.8%,7.0%,0.4%,-6.8%,-2.1%,0.6%
COc1ccc2oc(=O)cc(CN3CCN(C(=O)c4ccccc4F)CC3)c2c1,-6.1%,0.5%,-1.5%,-0.3%,-20.7%,-13.3%,-2.6%
CCOC(=O)c1c(C)[nH]c(CCC(=O)NCc2ccc(N(C)C)cc2)c1C,-7.0%,0.6%,2.1%,-4.0%,-8.5%,7.5%,-7.6%
Cc1nn(CCCC(=O)Nc2cccc(C(F)(F)F)c2)c(=O)c2nn(-c3ccccc3)c(C)c12,1.7%,2.3%,-0.1%,9.1%,9.2%,15.4%,0.7%
CC(=O)Nc1ccc(S(=O)(=O)Nc2nc3n(n2)C(c2ccccc2)C=C(c2ccc(Cl)cc2)N3)cc1 (configuration not stated),-26.5%,-8.7%,-1.0%,8.3%,-20.6%,-5.6%,?
Cc1cc(Br)ccc1NC(=O)CSc1c2c(nc3ccccc13)CCC2,?,7.6%,0.8%,5.6%,-8.2%,12.7%,2.7%
CCCc1nn2c(=O)cc(COC(=O)c3ccc(NC(=O)COc4ccccc4)cc3)nc2s1,-22.1%,-2.7%,-0.1%,3.9%,13.0%,-6.8%,3.2%
